FEN1 inh – blocks human flap endonuclease 1. P39748. Recombinant FEN1 flap cleavage, fluorescence, 15 min. Potency, µM (highest dose often 114 µM), for inactives: at the highest dose activity change, negative = inhibition, most hits filed as inhibitors. actives 0.35% (n = 390,000). AID 588795; note: nearly all actives have a fitted effect of over 65% in size
Target sequence (P39748 whole entry, looked up): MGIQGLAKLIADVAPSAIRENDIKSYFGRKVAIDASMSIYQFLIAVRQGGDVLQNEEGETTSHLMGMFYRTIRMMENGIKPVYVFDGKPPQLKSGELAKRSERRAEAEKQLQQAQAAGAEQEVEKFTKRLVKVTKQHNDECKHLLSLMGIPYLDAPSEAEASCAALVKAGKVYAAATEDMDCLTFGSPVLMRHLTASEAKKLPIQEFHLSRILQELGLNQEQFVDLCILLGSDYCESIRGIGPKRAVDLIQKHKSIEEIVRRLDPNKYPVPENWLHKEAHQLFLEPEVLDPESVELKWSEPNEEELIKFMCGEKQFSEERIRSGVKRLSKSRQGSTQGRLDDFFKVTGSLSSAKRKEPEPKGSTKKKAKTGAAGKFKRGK
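Potency values derive from four-parameter Hill fits of normalized qHTS data. The reaction used 10 nM FEN1 preincubated 15 min at room temperature with compound, then 50 nM DNA substrate, read at 0 and 15 min.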
TDP1 cell CPT – growth inhibition of DT40 Tdp1-/-;hTDP1 cells with camptothecin (screen for TDP1 inhibitors); chicken DT40 Tdp1-/-;hTDP1 cells + 20 nM CPT, ATP luminescence, 48 h; Potency, µM (series often up to 46.2 µM), for inactives: at the highest dose activity change, negative = growth inhibition, usual class: inhibitors; actives 12% (n = 420,000); AID 686979; note: nearly all actives have a fitted effect of over 55% in size
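Chicken DT40 Tdp1-/- cells stably complemented with human TDP1 were seeded at 400 cells/well in medium containing 20 nM camptothecin, exposed to pin-transferred compounds, and grown at 37 °C for at least 48 hr. Viability was read as ATP luminescence.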
KAT2A inh – blocks human GCN5L2 histone acetyltransferase; Q92830; GCN5L2 HAT assay, ThioGlo1 CoA-SH fluorescence; Potency, µM (series often up to 58.9 µM), inactives show at the top dose activity change, negative = inhibition, most hits filed as inhibitors; actives 0.21% (n = 390,000); AID 504327
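GCN5L2 (20nM final) in 50mM HEPES, 0.1mM EDTA pH 7.5, 0.01% Tween-20 was preincubated 15 min at room temperature with compound, then given ThioGlo1 (50uM), H3(1-25) peptide (75uM) and acetyl-CoA (70uM); CoA-thiol fluorescence (Ex340/Em540) was read at 0 and 20 min.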
* marks the source's active call; other numbers are inactive results; ? = inconclusive; . = no result given; & = joins results of further samples; [ ] = remark or other dose. Calls come from the whole dose curve; as a rule, active = well fitted curve in the direction sought with a large enough effect; inconclusive = small, poorly fitted or top-dose-only effect, or another doubt; inactive = no such curve, though single readings can be large; an effect the other way counts as inactive or inconclusive. % is set by controls: 0 for no effect and ±100 for the full control effect; potency is the fitted concentration of half-maximal effect. The list is partial; count on the stated rates, not on these rows.

SMILES	FEN1 inh	TDP1 cell CPT	KAT2A inh
COC(=O)c1ccc(N2CCc3ccccc32)c([N+](=O)[O-])c1	-15%	?	3%
Cc1ccccc1OCCC(=O)OCC(=O)N1CCN(S(=O)(=O)c2ccc(Cl)cc2)CC1	2%	-12%	-8%
COCC[N+]1(C)CCCCC1	0%	2%	-27%
CN(Cc1cccnc1)C(=O)CC1C(=O)NCCN1CC(c1ccccc1)c1ccccc1 (stereo not given)	-3%	?	7%
Cc1ccccc1C(=NCCCN(C)C)c1ccccc1C	-2%	5%	1%
COC(=O)c1ccccc1NC(=O)C12CCC(C)(C(=O)O1)C2(C)C (stereo not given)	-5%	-1%	1%
CCCNC(=O)c1ccc(Cl)cc1Cl	1%	21%	-13%
N=c1ccn(Cc2cccc(Cl)c2)cc1	-9%	2.6µM*	3%
O=C(NCc1ccccc1)C1=C[C@H](c2ccc(C(F)(F)F)cc2)C[C@H](OCCCCO)O1	?	?	.
O=C(NCCc1ccc(F)cc1)Nc1ccccc1Cl	-2%	-19%	-1%
CC(=NNC(=O)c1cccc(S(=O)(=O)N2CCOCC2)c1)c1ccccc1	-2%	-12%	3%
Cc1ccc(S(=O)(=O)N/N=C/c2ccccc2O)cc1	0%	-17%	?
O=C(NC1CC1)c1ccc(N2CCCCC2)c([N+](=O)[O-])c1	9%	?	-4%
c1ccc(-c2nc3ccccn3c2NC2CCCC2)nc1	8%	?	-10%
CC(=O)c1cccc(NC(=O)C2C3C=CC(C3=C(c3ccccc3)c3ccccc3)C2C(=O)O)c1 (stereo not given)	38%[activator]	-11%	-5%
CCCNC(=O)C(Cc1ccccc1)NC(=O)c1cccc([N+](=O)[O-])c1 (stereo not given)	-9%	-22%	-1%
CCC(Sc1ccc(Cl)cc1)C(=O)Nc1nnc(-c2cccc([N+](=O)[O-])c2)s1 (stereo not given)	17%	?	1%
Cc1ccc(NC(=S)NN2CCOCC2)c(C)c1	-3%	3%	11%
CSc1ccc(CNC2CC2)cc1	8%	-14%	-6%
COc1ccc(C(C(=O)NCc2ccccc2)N(Cc2ccco2)C(=O)c2snc(C(N)=O)c2N)cc1 (stereo not given)	-9%	?	-6%

Single records, as listed above. Order of values: FEN1 inh	TDP1 cell CPT	KAT2A inh
O=C(NCc1ccccc1)C1=C[C@H](c2ccc(C(F)(F)F)cc2)C[C@H](OCCCCO)O1 in the list: ?	?	.
CCCNC(=O)c1ccc(Cl)cc1Cl in the list: 1%	21%	-13%

Further results
SMILES	FEN1 inh	TDP1 cell CPT	KAT2A inh
Clc1ccccc1CO/N=C1\CCCc2nonc21	-10%	5%	-7%
CCc1ccccc1NC(=O)CN(C)C(=O)COC(=O)c1ccccc1Cl	-1%	-16%	-2%
Nc1nonc1C(=O)N/N=C/c1ccncc1	7%	1%	-12%
CCn1c(=S)[nH]c2ccccc21	-8%	-111%	-1%
COc1cccc2cc(C(=O)N3CCN(c4cc(C)ccc4C)CC3)c(=O)oc12	8%	.	-2%
CC1CCN(C(=O)c2ccccc2NC(=O)c2cccc(S(=O)(=O)N(C)C)c2)CC1	-2%	16%	-7%
COc1cc(C(=O)NCC2(N3CCCCC3)CCCCC2)ccc1OCC(=O)N1CCOCC1	4%	-13%	0%
CCOc1ccccc1Nc1nnc(SCc2nnc(-c3cc(OC)c(OC)c(OC)c3)o2)s1	-12%	?	2%
CC(NC(=O)C12CC3CC(C1)CC(n1cncn1)(C3)C2)C12CC3CC(CC(C3)C1)C2 (stereo not given)	6%	10µM*	-3%
Cc1cc(NC(=O)c2ccc(NC(=O)C3CC3)cc2)no1	1%	5%	1%
C=CCN(C(=O)Cn1nnc2ccccc21)C(C(=O)NCCOC)c1ccc(OC)cc1OC (stereo not given)	-3%	-23%	-1%
Cc1ccccc1NC(=O)COC(=O)c1ccc(S(=O)(=O)N2CCCC2)cc1	3%	13%	0%
CCOC(=O)c1cc(-c2ccccc2)sc1NC(=O)C(C)N1C(=O)NC(C)(c2ccc(Cl)cc2)C1=O (stereo not given)	-5%	1%	-6%
Cc1ccc(-n2ccc(=O)c(-c3ccnc(SCc4cccc(Cl)c4)n3)n2)cc1	1%	?	0%
COc1ccc(OC)c(C(=O)N2CCC(C(=O)c3ccc(F)cc3)CC2)c1	0%	?	2%
CCOC(=O)c1ccc(NC(=O)CN2Cc3ccccc3C2=O)cc1	-6%	-23%	-3%
O=c1[nH]cnc2c1c(-c1ccccc1)cn2-c1ccccc1	20%	?	-6%
C=CCn1c(NC(=O)c2ccco2)nc2ccccc21	-6%	?	6%
Cc1ccc(C(C)C)c(OCC(=O)NNC(=O)C(C(C)C)N2C(=O)c3ccccc3C2=O)c1 (stereo not given)	-12%	-1%	-4%
CCc1ccc(N2C(=O)CN(Cc3sccc3C)C2=S)cc1	-11%	11%	-14%
O=[N+]([O-])c1ccc(N(CCO)Cc2ccccc2)c([N+](=O)[O-])c1	-16%	?	-11%
Cc1nn(CCC(=O)N2CCN(c3ccccc3)CC2)c(C)c1S(=O)(=O)N1CCCC1	-5%	18µM*	15%
CN(C)CCN(Cc1ccc(Cl)cc1)c1ccccn1	17%	?	-5%
Cc1ccc(C(NC(=O)c2ccccc2)C(Cl)Cl)cc1 (stereo not given)	-13%	?	1%
COc1ccccc1CNc1nc2ccccc2n1CCN1CCCCC1	-2%	?	-4%
COc1ccccc1-c1cncnc1Nc1ccccc1	.	?	?
O=C(CSc1nc2ccccc2[nH]1)NCc1ccco1	0%	-13%	-1%
CCCNC(=O)C(NS(=O)(=O)c1cccc2nsnc12)c1ccccc1 (stereo not given)	0%	8%	-25%
CC(=O)Nc1ccc(NC(=O)C(C)OC(=O)/C=C/c2ccc3c(c2)OCO3)cc1 (stereo not given)	5%	0%	0%
O=C(NC1=NCCS1)c1cc(-c2ccc(F)cc2)nc2ccccc12	-16%	?	10%
COc1ccc(-c2csc(N(CC3CCCO3)C(=O)c3ccccc3)n2)cc1 (stereo not given)	-17%	?	-1%
O=C1[C@@H]2CSCN2C(=O)CN1Cc1c(F)cccc1Cl	-2%	17%	7%
COc1ccc(NC(=O)Cn2c(-c3ccccc3)cc(C(C)=O)c2C)c(OC)c1	-1%	-7%	-6%
CCOC(=O)c1cc2ccccc2n1CC(=O)c1ccccc1	-11%	?	-18%
CCOC(=O)CCc1c(C)c(C#N)c2nc3ccccc3n2c1-n1ccnc1C	8%	-15%	-3%
COc1ccc(-c2cc(=O)oc3cc(OCC(=O)NCCN4CCOCC4)ccc23)cc1	10%	?	-5%
CC(C)CN(C(=O)CCNC(=O)c1ccc(Cl)cc1)C1CCS(=O)(=O)C1 (stereo not given)	13%	?	-2%
Cc1cccc(-c2nc3c(c(SCC(=O)N4CCOCC4)n2)COC(C)(C)C3)c1	1%	?	-1%
CCC(C)NC(=O)c1ccc(NS(=O)(=O)c2ccc3[nH]c(=O)[nH]c3c2)cc1 (stereo not given)	-4%	7%	?
COc1ccc(N2CCN(C3CC(=O)N(C)C3=O)CC2)cc1 (stereo not given)	-1%	2%	-4%

As a short view, some entries already given.
SMILES	FEN1 inh	TDP1 cell CPT	KAT2A inh
CN(C)CCN(Cc1ccc(Cl)cc1)c1ccccn1	17%	?	-5%
Cc1ccc(C(NC(=O)c2ccccc2)C(Cl)Cl)cc1 (stereo not given)	-13%	?	1%
COc1ccccc1CNc1nc2ccccc2n1CCN1CCCCC1	-2%	?	-4%
COc1ccccc1-c1cncnc1Nc1ccccc1	.	?	?
O=C(CSc1nc2ccccc2[nH]1)NCc1ccco1	0%	-13%	-1%
CCCNC(=O)C(NS(=O)(=O)c1cccc2nsnc12)c1ccccc1 (stereo not given)	0%	8%	-25%
CC(=O)Nc1ccc(NC(=O)C(C)OC(=O)/C=C/c2ccc3c(c2)OCO3)cc1 (stereo not given)	5%	0%	0%
O=C(NC1=NCCS1)c1cc(-c2ccc(F)cc2)nc2ccccc12	-16%	?	10%
COc1ccc(-c2csc(N(CC3CCCO3)C(=O)c3ccccc3)n2)cc1 (stereo not given)	-17%	?	-1%
O=C1[C@@H]2CSCN2C(=O)CN1Cc1c(F)cccc1Cl	-2%	17%	7%
COc1ccc(NC(=O)Cn2c(-c3ccccc3)cc(C(C)=O)c2C)c(OC)c1	-1%	-7%	-6%
CCOC(=O)c1cc2ccccc2n1CC(=O)c1ccccc1	-11%	?	-18%
CCOC(=O)CCc1c(C)c(C#N)c2nc3ccccc3n2c1-n1ccnc1C	8%	-15%	-3%
COc1ccc(-c2cc(=O)oc3cc(OCC(=O)NCCN4CCOCC4)ccc23)cc1	10%	?	-5%
CC(C)CN(C(=O)CCNC(=O)c1ccc(Cl)cc1)C1CCS(=O)(=O)C1 (stereo not given)	13%	?	-2%

Next section:
SMILES	FEN1 inh	TDP1 cell CPT	KAT2A inh
CC1(C)N=C(c2ccc(Cl)cc2)C(=O)N1	5%	8%	13%
CC(=O)N(C)C1=C(O)c2ccccc2C(=O)C1=O	-12%	-17%	2%
COc1ccc(CN2CCNC(=O)C2CC(=O)N(C)CC2CCOCC2)c(F)c1 (stereo not given)	7%	4%	-1%
Clc1cccc2sc(N3CCOCC3)nc12	-2%	-2%	.
CCc1ccc2[nH]c(=O)c(CN(CCCN3CCOCC3)C(=O)Nc3ccc(F)cc3)cc2c1	-5%	?	2%
O=C(O)c1ccc2c(c1)C(=O)N(c1cccc3ccccc13)C2=O	-3%	-2%	-1%
Cc1ccc2cc(C)c(SCC(=O)Nc3ccc(S(=O)(=O)N4CCCC4)cc3)nc2c1	1%	?	-19%
O=C(Nc1ccc(S(=O)(=O)Nc2nccs2)cc1)c1cccc(F)c1	3%	2%	-5%
CN(C)S(=O)(=O)c1cccc(C(=O)OCC(=O)NCc2ccccc2)c1	2%	-3%	57%[activator]
CCN(CC(=O)Nc1c(F)cccc1F)C(=O)c1ccc(=O)[nH]c1	18%	5%	-4%
Nc1sc2c([n+]1CCCS(=O)(=O)[O-])CCCC2	18%	6%	-4%
CCOC(=O)c1cccc(NC(=O)c2cnc3sc(N4CCOCC4)nn3c2=O)c1	4%	?	5%
COc1ccc(NC(=O)N2CC3(CCN(C(=O)c4c(C)noc4C)CC3)C2)cc1	.	19%	19%
O=C(Nc1cccc2c1N(C(=O)c1ccco1)CCC2)c1ccco1	-3%	-13%	-3%
O=C(CCn1nc(-c2ccccc2)c2ccccc2c1=O)Nc1cccnc1	-14%	-12%	0%
CCN(CC)C(=O)c1c(NC(=O)c2ccccc2)sc(C)c1C	4%	-3%	0%
O=C(N/N=C/c1cccnc1)c1ccc2c(c1)OCO2	-1%	-7%	1%
CCCCCCNC(=O)CCc1nc2cccnc2n1Cc1ccc(OC)cc1	12%	-10%	-9%
O=C(COC(=O)c1cc[n+]([O-])cc1)Nc1ccc(Cl)cc1C(F)(F)F	-16%	29%	1%
O=C(c1cnn2c(C(F)F)cc(-c3ccccc3)nc12)N1CCCc2ccccc21	5%	?	-5%[0.501 µM]
O=C(O)CCn1ccc2cc(S(=O)(=O)N3CCCCCC3)ccc21	16%&-10%	-10%&-16%	-7%&2%
O=C(Cc1n[nH]c(=O)c2ccccc12)Nc1cccc(S(=O)(=O)N2CCCC2)c1	0%	?	-4%
COc1ccc(N(C(=O)CNC(=O)c2ccco2)C(C(=O)NCC2CCCO2)c2ccccc2)cc1OC (stereo not given)	7%	-18%	-2%
COc1ccc(-n2nc3c(N4CCC(C(=O)NCc5ccccc5C)CC4)nnc(C)c3c2C)cc1	-12%&2%	18µM*	-4%&-8%
CC1Cc2cc(S(=O)(=O)N3CCCCC3C)ccc2N1C(=O)C1CCC1 (stereo not given)	-28%	?	0%
Cc1ccc(C(=O)COC(=O)CCC(=O)NC2CCCCC2)cc1[N+](=O)[O-]	-1%	-4%	-1%
CCC(=O)Nc1ccc(N2CCCCC2)c(C(=O)Nc2ccc(OC)cc2)c1	?	?	-1%
CC1Cc2cc(S(=O)(=O)N(C)c3ccc(Br)cc3)ccc2N1C(=O)C1CC1 (stereo not given)	-3%	23µM*	-23%
CCCN(CCC)CCCNC(=O)C1CCCN(S(=O)(=O)c2cccc3nsnc23)C1 (stereo not given)	10%	10%	0%
CC(=O)N/C(=C\c1ccccc1)C(=O)N1CCOCC1	-1%	15%	-4%
CCCNC(=O)c1ccccc1NC(=O)c1ccc(CSc2ccccc2)cc1	-9%	?	-11%
O=C(COc1cccc(F)c1)NNC(=O)c1cccc(-n2cccc2)c1	12%	4%	?
CCOc1ccc(NC(=O)C2CCN(C(=O)N3CCOc4ccccc43)CC2)cc1	-14%	?	-18%
